GAA inh: qHTS Assay for Inhibitors of Human alpha-Glucosidase as a Potential Chaperone Treatment of Pompe Disease; Lysosomal alpha-glucosidase (Homo sapiens), P10253; Potency, µM (highest dose often 76.9 µM), for inactives: at the highest dose activity change, negative = inhibition, actives largely listed as inhibitors; purified human GAA, 4-MU-alpha-glucoside fluorescence; 200,000 compounds, 0.005% hits; AID 1466, 2008;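 also: potency is read from the fitted curve at half-maximal effect; plate controls were uninhibited enzyme wells for no effect and no-enzyme background for full effect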
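Endpoint fluorogenic read: 20 min room-temperature reaction of 4 nM human alpha-glucosidase with 400 uM 4-methylumbelliferyl-alpha-D-pyranoside, pH 5.0, quenched with 1M NaOH/1M glycine pH 10. AC50 from Hill modeling.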
Lamin A splicing: qHTS Assay for Modulators of Lamin A Splicing. Potency, µM (titrated, usually from 46.1 µM), for inactives: top-dose ratio change, negative = inhibition, most hits filed as inhibitors. HeLa LMNA splicing GFP/RFP minigene ratio, 48 h. AID 1487, 2009. 200,000 compounds, 0.01% hits; active = well fitted inhibition curve with a large enough effect in the signal ratio, with a control signal flat, not every such curve was filed as active; inconclusive = small, poorly fitted or top-dose-only effect, or effect the other way, or a change in a side signal; the % refers to the signal ratio; also: potency is read from the fitted curve at half-maximal effect; % is scaled to controls: 0 for no effect and ±100 for the full control effect
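S3 HeLa cells stably expressing lamin A-EGFP splicing minigene plus DsRed2, 600 cells/well, 48 h compound exposure at 37C. Laser-scanning cytometry; analysed as GFP (500-530 nm)/RFP (575-640 nm) total intensity ratio; 0.5% DMSO vehicle.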
aGlu spleen mod: qHTS Assay for Inhibitors and Activators of Human alpha-Glucosidase From Spleen Homogenate. Lysosomal alpha-glucosidase (Homo sapiens), P10253. human spleen homogenate, 4-MU-alpha-glucoside fluorescence. Potency, µM (highest dose often 79.9 µM), inactives show at the top dose activity change, negative = inhibition, hits mostly inhibitors. 240,000 compounds, 0.006% hits. AID 2112, 2009;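 also: potency is read from the fitted curve at half-maximal effect; 0% = enzyme with vehicle and -100% = no enzyme basal signal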
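Compounds were titrated against alpha-glucosidase in spleen homogenate at pH 5.0, with 1 mM 4-methylumbelliferyl substrate for 40 min at 37 C. Reactions were quenched with pH 10 NaOH/glycine and fluorescence measured.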
HTT aggregate: qHTS Multiplex Assay to Identify Dual Action Probes in a Cell Model of Huntington: Aggregate Formation (GFP) | Potency, µM (highest dose often 46.1 µM), inactives show at the highest dose activity change, negative = inhibition, most hits filed as inhibitors | AID 1688, 2009 | PC12 HttQ103-GFP aggregates, Acumen cytometry, 40 h | 220,000 compounds, 1.1% hits; also: potency is read from the fitted curve at half-maximal effect; % is scaled to controls: 0 for no effect and ±100 for the full control effect; nearly all actives have a fitted effect of over 60% in size
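Aggregate formation scored by laser-scanning cytometer (488 excitation, 500–530 emission) in lysed PC12 cells expressing Q103-GFP after 100 nM tebufenozide induction; library tested in dose series, with ATPLite reagent added in the multiplex.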
HTT ATP protect: qHTS Multiplex Assay to Identify Dual Action Probes in a Cell Model of Huntington: Cytoprotection (ATP); PC12 HTT-Q103 induced, cytoprotection, ATP luminescence, 40 h; 230,000 compounds, 0.14% hits; Potency, µM (series often up to 56.4 µM), for inactives: cytoprotection (ATP increase), actives largely listed as activators;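 also: potency is read from the fitted curve at half-maximal effect; % of control where 0% means no effect; nearly all actives have a fitted effect of over 45% in size; toxic huntingtin expression switched on by the ecdysone agonist tebufenozide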
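Huntington model: PC12 line, ecdysone-inducible HTTQ103 exon1–GFP, tebufenozide 100 nM. Test articles in a dose series. Endpoint luminescence from cellular ATP.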
GAA glycogen: qHTS Assay for Inhibitors and Activators of Human alpha-Glucosidase Cleavage of Glycogen; Lysosomal alpha-glucosidase (Homo sapiens), P10253; recombinant GAA, glycogen substrate, Amplex Red glucose oxidase fluorescence; Potency, µM (titrated, usually from 76.4 µM), for inactives: at the top dose activity change, negative = inhibition, usual class: inhibitors; 300,000 compounds, 0.38% hits; AID 2100, 2009;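 also: potency is read from the fitted curve at half-maximal effect; 0% = full enzyme reaction and -100% = no-enzyme basal signal; the screen sought inhibitors and activators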
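Natural-substrate format: glycogen cleavage by 4 nM human enzyme, glucose read by Amplex Red coupling (Ex 573, Em 610 nm). Normalized to enzyme and no-enzyme controls.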
CBFb-RUNX1 inh: qHTS Assay for Compounds Blocking the Interaction Between CBF-beta and RUNX1 for the Treatment of Acute Myeloid Leukemia | AlphaScreen CBFb-His/RUNX1-biotin binding, biochemical | 230,000 tested, under 10 active | Runt-related transcription factor 1 (Homo sapiens) + Core-binding factor subunit beta … | Potency, µM (top dose mostly 59.8 µM), for inactives: at the highest dose activity, negative = inhibition, hits mostly inhibitors | AID 1477, 2009; also: % of control where 0% means no effect
Target sequence (Q01196 whole entry, looked up): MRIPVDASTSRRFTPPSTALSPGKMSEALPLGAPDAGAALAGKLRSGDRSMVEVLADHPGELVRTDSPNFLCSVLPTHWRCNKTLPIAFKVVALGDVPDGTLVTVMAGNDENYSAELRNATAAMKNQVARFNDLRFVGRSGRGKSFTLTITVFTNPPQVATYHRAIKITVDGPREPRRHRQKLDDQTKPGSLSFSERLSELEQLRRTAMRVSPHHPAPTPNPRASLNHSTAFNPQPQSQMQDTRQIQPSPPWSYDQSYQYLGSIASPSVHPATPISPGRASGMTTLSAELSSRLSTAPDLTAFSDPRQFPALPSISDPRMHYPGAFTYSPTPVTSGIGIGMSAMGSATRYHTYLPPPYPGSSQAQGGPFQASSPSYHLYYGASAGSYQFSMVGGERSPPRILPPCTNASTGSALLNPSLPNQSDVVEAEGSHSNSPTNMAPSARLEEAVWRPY
Target sequence (Q13951 whole entry, looked up): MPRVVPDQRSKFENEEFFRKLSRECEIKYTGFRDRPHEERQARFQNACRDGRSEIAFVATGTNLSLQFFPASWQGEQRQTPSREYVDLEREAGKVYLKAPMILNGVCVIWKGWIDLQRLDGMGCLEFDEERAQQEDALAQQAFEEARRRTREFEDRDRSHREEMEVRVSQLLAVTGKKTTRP
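Room-temperature protein-protein interaction test with 30 nM each of His-tagged CBF-beta and biotinylated RUNX1, 15 min with compound, then 90 min with nickel plus streptavidin beads. Signal read in AlphaScreen mode.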
* = called active by the depositor; ? = inconclusive; . = not tested or not shown; & = joins results of further samples; [ ] = remark or other dose. Unless noted, calls follow the shape of the dose curve; as a rule, active = well fitted curve in the direction sought with a large enough effect; inconclusive = small, poorly fitted or top-dose-only effect, or another doubt; inactive = no such curve, though single readings can be large; an effect the other way counts as inactive or inconclusive. Hits appear at their usual frequency; any-hit rate near 1.5%.

SMILES	GAA inh	Lamin A splicing	aGlu spleen mod	HTT aggregate	HTT ATP protect	GAA glycogen	CBFb-RUNX1 inh
O=C(CSCc1ccc([N+](=O)[O-])cc1)Nc1ccc(S(=O)(=O)N2CCCCCC2)cc1	-5%	-10%	-10%	-7%	3%[10 µM]	-10%	-12%
COc1ccc(-c2nc(CN3CCN(c4ncnc5ccccc45)CC3)c(C)o2)c(OC)c1	2%	?	4%	-9%[9.22 µM]	26%[10 µM]	-5%	-1%
CN(Cc1ccccc1)CC(O)COc1ccc(CNCCOc2cccnc2)cc1 (stereo not drawn)	-3%	.	-6%	13%	-23%	11%	3%
Cc1cccc(NC(=S)NC2CC3CCCC(C2)N3Cc2ccccc2)c1C (stereo not drawn)	?	-17%[46 µM]	-2%	12%[9.22 µM]	25%[10 µM]	-3%	-7%
Cc1cc(=O)oc(C)c1C(=O)N1CCN(C(c2ccccc2)c2ccccc2)CC1	-1%	-1%	3%	-13%	-5%	-10%	3%
O=C(O)CCCN(Cc1cccc(Br)c1)S(=O)(=O)c1ccc(Br)cc1	-4%	.	0%	?	-33%[inhibitor]	-11%	11%
O=[N+]([O-])c1ccc(OCCn2cnc3ccccc32)cc1	-4%	15%[46 µM]	.	-1%	-27%	1%	18%
COc1c2c(nc3ccccc13)OC(C(C)(O)CO)C2 (stereo not drawn)	1%	?	3%&2%&2%	-3%[9.22 µM]	3%&-4%	4%	-8%&1%&5%
CCCCNC(=O)c1onc(CSc2ccc(C(C)C)cc2)c1C(=O)O	-4%	?	-5%	-23%	-19%	-5%	3%
CC(C)(C)c1ccc(C(=S)N2CCN(c3ccccc3)CC2)cc1	.	.	5%	19%[9.22 µM]	20%[10 µM]	-4%	-5%
COc1ccc(C(=O)Nn2c(SCC(=O)NCc3ccco3)nc3ccccc3c2=O)cc1	5%	-2%	-3%	18%	-34%[inhibitor][0.074 µM]	-8%	-2%
CC1=NCCN1S(=O)(=O)c1ccc(Br)c(C)c1	1%	?	-6%	0%	0%	9%	-3%
CCOc1ccccc1-c1nnc(SCC(=O)NC2CC3CCC2C3)n1CC (stereo not drawn)	-5%	-12%	3%	?	9%[10 µM]	1%	15%
COc1cc(OC)c(OC)cc1/C=N/NC(=S)NCCN1CCOCC1	10%	-6%[46 µM]	-1%	-4%	-41%[inhibitor]	?	7%
CCNCc1cc(OCC)c(OCC(=O)NCCc2ccccc2)cc1Cl	4%	9%	-5%	?	13%	25%	-2%
Cc1nc2ccccn2c1C(=O)NC1CCCCC1	-5%	-2%	-4%	-15%	-1%	-10%	2%
Cc1cc(NC(=O)COC(=O)COc2cccc3c2OC(C)(C)C3)no1	-3%	-1%	4%	-1%	-27%	3%	2%
O=C(CSCc1cnn(-c2ccccc2)c1-n1cccc1)NCc1ccccn1	3%	7%[46 µM]	1%	4%	?	-1%	-7%
COC(=O)c1c(-c2ccc(Br)cc2)csc1NC(=O)Cc1ccc(OC)c(OC)c1	-10%	?	1%	?	-13%	-8%	-2%
COc1ccc(C2c3ccc(O)cc3Oc3ncn(CCN4CCOCC4)c(=N)c32)cc1OC (stereo not drawn)	.	.	2%	10%[9.22 µM]	1%[10 µM]	6%	2%
C=CCN1C(=O)[C@]2(c3ccccc31)C1CCCC=C1C(C#N)=C(N)C2(C#N)C#N (stereo partly drawn)	-4%	14%	0%	15%	17%	0%	2%
Cc1ccc(-c2cc(C(=O)O)c3ccccc3n2)c(C)c1	.	.	-13%	4%[9.22 µM]	-1%[10 µM]	-3%	2%
COc1ccc(S(=O)(=O)CCC(=O)Nc2cccc(OC)c2)cc1	-4%	.	5%	0%	-2%	5%	-5%
Fc1ccc(OCCCCN2CCOCC2)cc1	-5%	.	-1%	9%	11%	-5%	-5%
CC1CCc2nc(NCCO)nc(C(F)(F)F)c2C1 (stereo not drawn)	0%	-17%	-10%	-6%	-13%	-8%	6%
Cc1cccc(NC(=S)N(CCN(C)C)C(C)c2ccco2)c1 (stereo not drawn)	0%	-8%	1%	4%	18%[10 µM]	2%	-1%
CCC1=NN(C(=O)C(=O)Nc2ccc(OC)cc2)C(O)(C(F)(F)F)C1 (stereo not drawn)	-3%	?	-8%	-33%	3%	0%	0%
COc1cc(/C=N/NC(=O)c2sc3ccccc3c2Cl)ccc1OC(=O)c1ccc([N+](=O)[O-])cc1	.	.	-3%	21%[9.22 µM]	-18%[10 µM]	3%	13%
O=C(CC1SC(=O)N(c2ccccc2)C1=O)Nc1ccc(Br)cc1 (stereo not drawn)	.	.	-2%	-9%[9.22 µM]	10%[10 µM]	?	-8%
COC(=O)CCC(=O)OC1(C)C(=O)C2=CN(CCc3ccccn3)C(c3ccc(OC)cc3)=CC2=C(Br)C1=O (stereo not drawn)	.	-3%[9.22 µM]	0%[17.4 µM]	.	27%[10 µM]	.	-5%[13.1 µM]
Cc1c(O)ccc(NS(=O)(=O)c2ccccc2)c1C	?	-16%[46 µM]	-4%	?	58%	?	4%
CC1CCC(NCc2ccco2)CC1 (stereo not drawn)	-4%	4%	-7%	-27%	12%	0%	4%
O=S(=O)(Nc1ncccn1)c1ccc(NC(=S)Nc2cccc(Cl)c2)cc1	-7%	.	3%	1%[9.22 µM]	-1%[10 µM]	-1%	2%
CCOc1ccc(-n2c(CCc3ccccc3)n[nH]c2=S)cc1	?	1%[46 µM]	-1%	2%[9.22 µM]	23%[10 µM]	-28%	7%
Cc1cccc(C2=N/C(=C/c3cccs3)C(=O)O2)c1	-8%	.	-2%	-8%	5%	0%	0%
Cc1cc(NC(=O)CCC(=O)N(Cc2cccs2)C(C(=O)NC2CCCC2)c2ccncc2)no1 (stereo not drawn)	-1%	2%	-1%	2%	22%	?	4%
O=C(COc1c(F)c(F)cc(F)c1F)NC(=O)NC1CCCC1	-5%	-1%	-2%	11%	-3%[10 µM]	4%	3%
COc1ccc(N2C(=O)CCC(C(C)=O)=C2C)cc1	-3%	13%	3%	-7%	-9%[10 µM]	5%	7%
O=C(C1=C[C@@H](C2CCCCC2)C[C@@H](OCCCCO)O1)N1CCN(Cc2ccc3c(c2)OCO3)CC1	.	.	-4%	0%[9.22 µM]	1%[10 µM]	15%	7%
Cc1cccc(-n2ncc3c(NCc4ccccc4)ncnc32)c1	-3%	?	-12%	-25%	-41%[inhibitor]	0%	18%
CCOc1ccc(NS(=O)(=O)c2cc(Cl)ccc2OC)cc1	-11%	?	1%	?	19%	-11%	5%
CC(Cl)C(=O)NN=C(c1ccccc1)c1ccccc1 (stereo not drawn)	3%	13%[46 µM]	-2%	9%[9.22 µM]	-38%[inhibitor][1.9 µM]	20%	4%
COc1ccc(NC(=O)C23CC4CC(C2)CC(n2cnc(Br)n2)(C4)C3)cc1Cl	-7%	-15%	-3%	?	-42%[inhibitor]	-4%	5%
CNC(=S)N1CCC(NC(=O)c2ccco2)CC1	.	.	0%	3%[9.22 µM]	4%[10 µM]	12%	8%
CCNC(=S)N/N=C(\C)c1ccc2c(c1)OCCO2	0%	-8%	3%	-21%	7%[10 µM]	?	-6%
O=C(N/N=C/c1cccs1)c1ccc2c(c1)OCO2	8%	-11%	-8%	8%	-51%[inhibitor][10 µM]	-6%	2%
CC1=C(C(=O)Nc2ccc(C)cc2C)C(c2ccc(C)o2)NC(=O)N1 (stereo not drawn)	6%	6%	-7%	11%	-3%	-12%	-4%
COC(=O)CN1C(=O)N/C(=C/c2ccc(OC)cc2)C1=O	-8%	.	-12%	1%	-35%[inhibitor]	4%	6%
O=C(O)c1nn(-c2ccccc2)c(-c2ccccc2)c1C(=O)c1ccccc1	5%	-7%	-4%	11%	25%[10 µM]	-3%	21%
COCCn1c(N)c(C(=O)NCC2CCCO2)c2nc3ccccc3nc21 (stereo not drawn)	?	-5%	19%	?	-30%	1%	18%

(next part)
SMILES	GAA inh	Lamin A splicing	aGlu spleen mod	HTT aggregate	HTT ATP protect	GAA glycogen	CBFb-RUNX1 inh
Cc1nc2ccccc2c(C)c1C(=O)c1ccccc1	4%	-36%[46 µM]	4%	?	26%[10 µM]	-13%	-4%
O=C(NCc1ccccc1)[C@@H]1CSC2c3ccccc3C(=O)N21 (stereo partly drawn)	-2%	1%	-11%	12%	2%	-11%	1%
Cc1cc(C(=O)N(C2CCCCC2)C2CCCCC2)no1	?	2%	-6%	4%	-22%	0%	2%
CCn1c(COc2ccc(C)cc2)nnc1SCC(=O)NNC(=O)c1ccc(OC)cc1	-3%	?	8%	-12%	35%[10 µM]	-1%	-5%
COC(=O)c1ccc(N2OC3(C)C=CC2CC3)cc1 (stereo not drawn)	2%	2%	4%	6%	.	-10%	2%
